High-throughput results from PubChem BioAssay.
TDP1 block: inhibitors of human tyrosyl-DNA phosphodiesterase TDP1. recombinant TDP1, AlphaScreen DNA substrate cleavage. Potency, µM (titrated, usually from 130 µM), for the others: at the highest dose activity change, negative = inhibition, hits mostly inhibitors. 350,000 compounds, 0.28% hits. AID 485290; further: nearly all actives have a fitted effect of over 40% in size
Target sequence (Q9NUW8 whole entry, looked up): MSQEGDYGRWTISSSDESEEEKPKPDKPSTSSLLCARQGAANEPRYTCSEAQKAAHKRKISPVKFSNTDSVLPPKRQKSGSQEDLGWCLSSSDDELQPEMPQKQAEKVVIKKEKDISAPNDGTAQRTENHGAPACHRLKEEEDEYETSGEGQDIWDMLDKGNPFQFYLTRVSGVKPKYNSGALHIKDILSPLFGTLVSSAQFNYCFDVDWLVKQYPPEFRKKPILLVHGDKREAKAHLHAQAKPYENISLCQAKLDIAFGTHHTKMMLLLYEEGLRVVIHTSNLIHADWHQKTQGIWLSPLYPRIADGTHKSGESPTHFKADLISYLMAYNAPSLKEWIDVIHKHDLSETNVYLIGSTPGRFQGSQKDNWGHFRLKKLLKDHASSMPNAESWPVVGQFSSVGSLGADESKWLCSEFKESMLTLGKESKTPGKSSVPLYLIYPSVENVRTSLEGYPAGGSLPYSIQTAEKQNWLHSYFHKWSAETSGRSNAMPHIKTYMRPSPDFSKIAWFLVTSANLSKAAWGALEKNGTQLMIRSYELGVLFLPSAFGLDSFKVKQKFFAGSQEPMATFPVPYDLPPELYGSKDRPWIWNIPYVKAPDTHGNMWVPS
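Signal: AlphaScreen proximity between streptavidin donor and anti-FITC acceptor beads on intact substrate. Reaction: Tdp1 1 nM, substrate 15 nM final, 5 min RT after 15 min compound preincubation.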
GCN5L2 inh: blocks human GCN5L2 histone acetyltransferase | Q92830 | GCN5L2 HAT assay, ThioGlo1 CoA-SH fluorescence | Potency, µM (highest dose often 58.9 µM), without a hit: top-dose activity change, negative = inhibition, most hits filed as inhibitors | 390,000 compounds, 0.21% hits | AID 504327
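Preincubate 20nM GCN5L2 with compound 15 min, RT → add 50uM ThioGlo1 + 75uM H3(1-25) + 70uM acetyl-CoA → read fluorescence 0 and 20 min. Primary qHTS; fluorescent artifacts likely.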
TDP1 cell noCPT: qHTS for Inhibitors of human tyrosyl-DNA phosphodiesterase 1 (TDP1): qHTS in cells in absence of CPT; DT40 Tdp1-/- hTDP1 cells, no CPT, ATP luminescence, 48 h; 420,000 compounds, 15% hits; AID 686978, 2013; Potency, µM (doses to about 46.2 µM), inactives show top-dose activity change, negative = growth inhibition, actives largely listed as inhibitors; further: nearly all actives have a fitted effect of over 55% in size
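Growth kinetics read by CellTiter-Glo luminescence after ≥48 hr at 37 °C. Cells: DT40 Tdp1-/- stably carrying human TDP1, 400 per well, compound exposure in the absence of CPT (DMSO vehicle).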
* = called active by the depositor; ? = inconclusive; / = no result given; [ ] = remark or other dose. The call rests on the fitted dose curve; in most records, active means well fitted curve in the direction sought with a large enough effect; inconclusive means small, poorly fitted or top-dose-only effect, or another doubt; inactive means no such curve, though single readings can be large; an effect the other way counts as inactive or inconclusive. On the % scale 0 is the no-effect control and ±100 the full control effect; potency means the concentration at half of the fitted maximal effect. This is a subset (hit frequency here may not be typical).

Values run as follows: TDP1 block | GCN5L2 inh | TDP1 cell noCPT
COc1cccc(NC(=O)Cn2nnc(-c3nc(-c4ccccc4)no3)c2N)c1
    -5.7% | -20.5% | 18.4µM*
COc1ccccc1-c1nc2ccccc2nc1-c1ccccc1
    -8.0% | -4.5% | ?
COc1ccc(-c2cc3c(=O)n(CC(=O)N4CCCC4)ncn3n2)cc1
    -0.2% | ? | 15.8%
CS(=O)(=O)CCC(C(=O)N1CCOCC1)N1C(=O)c2cc(Cl)c(Cl)cc2C1=O (stereo unspecified)
    1.2% | 1.0% | -8.4%
CCOC(=O)c1c(C)[nH]c(C(=O)COC(=O)C23CC4CC(CC(Cl)(C4)C2)C3)c1C
    6.1% | -11.7% | ?
COc1ccccc1NC(=O)CSc1nc2ccccc2c2nc(-c3ccccc3)nn12
    -3.4% | -0.6% | -0.9%
CCOC(=O)C1=C(C)N=c2s/c(=C3/C(=O)Nc4ccccc43)c(=O)n2C1c1ccc(C)cc1 (stereo unspecified)
    -5.0% | -3.2% | 23.1µM*
COC(=O)c1c(C)noc1-c1cc(C)on1
    6.6% | -5.6% | -2.6%
Cn1cnnc1SCC(=O)n1c2ccccc2c2ccccc21
    0.5% | 4.0% | -18.3%
CCOC(=O)c1c(CSc2nc(C)cc(C)c2C#N)n(C)c2cc(Br)c(OC(C)=O)cc12
    5.5% | -0.9% | 25.9µM*
COc1ncnc2c1NC(=O)CS2
    4.0% | -3.9% | -3.4%
COC(=O)CN1CC(=O)N(c2ccccc2)C1=S
    -2.9% | -6.3% | -2.2%
CS(=O)(=O)N1CCC(C(=O)N2CCc3ccccc3C2)CC1
    2.2% | -8.6% | -1.9%
COc1ccc(S(=O)(=O)N2CCC(C(=O)NC3CC3)CC2)cc1C
    11.7% | -2.5% | -19.6%
COc1cccc(Nc2ncc3ncc(=O)n(Cc4ccc(F)cc4)c3n2)c1
    / | -9.6% | -2.7%
CCOc1ccc(N2CC(C(=O)Nc3cccc(S(=O)(=O)NC4=NCCC4)c3)CC2=O)cc1 (stereo unspecified)
    3.1% | 20.4% | -11.3%
Nc1nnc(CSCc2ccc(Cl)cc2)s1
    5.3% | 2.0% | -24.6%
N#C/C(=C\c1ccc(-c2cccc([N+](=O)[O-])c2)o1)c1nnc(N2CCOCC2)n1-c1ccccc1
    3.6% | -11.0% | /
CC(NCC(=O)Nc1cc(S(=O)(=O)N2CCOCC2)ccc1Cl)c1ccc(Cl)cc1Cl (stereo unspecified)
    / | ? | 23.1µM*
COc1ccc(NC(=O)Nc2ccc3nonc3c2)cc1
    2.7% | -4.8% | ?
CC(=O)c1cccc(NC(=O)C2C(c3ccccc3)C2(Cl)Cl)c1 (stereo unspecified)
    -2.6% | -5.1% | -21.7%
CCOc1ccc(NC(=O)CCC(=O)NNC(=O)COc2ccc(C)cc2Br)cc1
    -5.2% | 1.3% | 25.0%
CCOc1ccccc1NC(=O)CN(C)S(=O)(=O)c1ccc2nc(C)sc2c1
    0.0% | 0.5% | -28.3%
O=C(O)CCNS(=O)(=O)c1cccc2nsnc12
    -2.3% | -2.0% | -7.4%
O=C(NCCCO)C(=O)c1c(-c2ccccc2)cc2ccccn12
    -3.5% | -1.9% | -4.8%
Cc1csc2nc(CNS(=O)(=O)N(C)C)cn12
    6.9% | -11.8% | -1.4%
COCCNc1ncnc2ccc(-c3cccc(NS(C)(=O)=O)c3)cc12
    / | -23.5% | ?
Cc1ccc(S(=O)(=O)NCCCCC(NC(=O)OC(C)(C)C)C(=O)O)cc1 (stereo unspecified) (tested in a mixture with another compound)
    0.0% | 0.2% | 2.0%
O=C(c1n[nH]c2ccccc12)N1CCN(S(=O)(=O)c2ccccc2)CC1
    2.0% | 1.5% | ?
CC(c1ccccc1)C1CC(=O)N(C2CCCCC2)C1=O (stereo unspecified)
    4.0% | -2.6% | 25.9%

New compounds follow:
Values run as follows: TDP1 block | GCN5L2 inh | TDP1 cell noCPT
O=C(NCCC(=O)N1CCC2(CC1)NCCc1[nH]cnc12)c1ccc(Br)cc1
    2.9% | -3.7% | 29.4%
COc1ccc(CNC(=O)C[C@H]2C[C@H](C(=O)N3CCOCC3)[C@@]3(C)c4[nH]c5cc(-c6ccco6)ccc5c4CCN3C2=O)cc1OC
    5.0%[56.1 µM] | -4.4% | ?
COc1ccccc1OCC(=O)Nc1cc(C(F)(F)F)ccc1-n1cncn1
    1.6% | -1.4% | -29.6%
CN(C(=O)c1ccccn1)c1nnc(-c2cccnc2)s1
    2.5% | -4.6% | 0.6%
NC(=O)CC(NC(=O)Cc1ccc(Br)cc1)c1ccc(NCCc2ccc(F)cc2)c([N+](=O)[O-])c1 (stereo unspecified)
    3.8% | 7.7% | -9.8%
CCCCn1cnc2sc(-c3ccccc3)cc2c1=O
    -4.8% | -2.9% | -7.2%
COc1ccccc1NC(=O)CCCCC(=O)Nc1ccccc1OC
    / | -1.8% | -6.4%
CN1CCN(C(=O)c2ccccc2N(Cc2ccccc2)S(=O)(=O)c2ccccc2)CC1
    -1.2% | -0.5% | ?
COc1ccc(-c2ccc(=O)[nH]n2)cc1
    0.0% | 2.5% | -2.0%
COc1ccc(C2NC(=O)CCC2[N+](=O)[O-])c(OC)c1 (stereo unspecified)
    / | -14.4% | 3.2%
Cn1ccc(C(=O)Nc2ccc3c(c2)OCCO3)n1
    1.7% | -4.0% | -3.7%
COc1cc(S(=O)(=O)NCCCn2ccnc2)ccc1Cl
    2.2% | ? | 10.4%
COCCCNC(=O)c1ccc(OC)c(OC2CCN(C(C)C)CC2)c1
    / | -4.6% | 4.7%
O=C(CN1CCOCC1)Nc1ccc(F)cc1
    / | -11.9% | -6.0%
CCCC12CN3CC(C)(CN(C1)C3c1ccc(OC)cc1)C2=O (stereo unspecified)
    7.6% | -5.3% | -23.2%
C=C1C(C(=O)Nc2ccc(OC)cc2)C1C(=O)Nc1ccc(OC)cc1 (stereo unspecified)
    -8.2% | -4.6% | -4.4%
CC(=O)N/C(=C/c1ccc(OS(=O)(=O)c2ccc(C)cc2)cc1)C(=O)NCCO
    -9.5% | -3.2% | 6.3%
CCCN1CC=C2C(C#N)=C(N)C(C#N)(C#N)C(c3cc(OC)ccc3OC)C2C1 (stereo unspecified)
    5.7% | 1.4% | -27.2%
Cc1ccccc1C(=O)NC(=S)Nc1ccc(Cc2ccncc2)cc1
    -4.6% | -4.9% | ?
O=C(NC1CCN(C(=S)NCc2ccco2)CC1)C1CCCCC1
    2.8% | 1.1% | -8.0%
CCCC(CCC(=O)Nc1ccc(S(N)(=O)=O)cc1)C(=O)O (stereo unspecified)
    3.4% | -0.6% | -2.9%
O=C(c1cccc(-c2nnc(-c3ccccc3)o2)c1)N1CCCCCC1
    3.6% | -0.9% | 14.1µM*
CC(C)CCNC(=O)NC(=O)COc1ncnc2sccc12
    3.1% | -5.7% | -9.4%
CCCc1cc(C(=O)Nc2nccs2)cs1
    -2.1% | -4.8% | -6.9%
CC(c1ccccn1)N(CCN(C)C)C(=S)Nc1ccccc1F (stereo unspecified)
    -9.1% | -10.1% | -10.4%
CCOc1ccc(CN2C(=O)CCC2(C)C(=O)NCc2cccnc2)cc1 (stereo unspecified)
    -2.2% | 0.0% | ?
CC(NC(=O)C1CCN(S(=O)(=O)c2ccc3c(c2)oc(=O)n3C)CC1)c1ccccc1 (stereo unspecified)
    1.3% | 2.4% | -28.6%
C=CCn1c(SCC(N)=O)nnc1-c1cc(Br)ccc1O
    8.7% | 5.5% | -14.7%
CCCC12CN3CC(CCC)(CN(C1)C3c1ccco1)C2=O (stereo unspecified)
    / | -2.6% | -1.4%
N#Cc1c(NC(=O)CSc2nnc(-c3ccccc3)o2)sc2c1CCCC2
    / | 1.9% | ?

Other structures
Values run as follows: TDP1 block | GCN5L2 inh | TDP1 cell noCPT
Cc1ccc(-c2n[nH]c(=S)n2/N=C/c2ccncc2)cc1
    7.9% | -1.4% | ?
COc1ccc(NC(=O)CN2C(=O)C(C)SC(C)C2=O)c(OC)c1 (stereo unspecified)
    8.1% | 2.6% | 4.8%
CCc1ccc(/C=C2/Sc3ccccc3N(CC(=O)NCCCN3CCOCC3)C2=O)cc1
    9.3% | -3.7% | 20.6µM*
Cc1ccc(C2=NNC(=Nc3ccc(F)cc3)SC2)cc1
    3.0% | -0.3% | ?
Cc1nc(-c2ccc([N+](=O)[O-])cc2)nc2[nH]ccc(=O)c12
    / | -27.7% | 7.5%
COc1cc(NC(=O)C2Cc3ccccc3N2C(=O)c2ccccc2)cc(OC)c1 (stereo unspecified)
    3.8% | -7.2% | ?
COc1ccc(NC(=O)COC(=O)c2cc(C)oc2C)c([N+](=O)[O-])c1
    0.3%[56.1 µM] | ? | ?
COc1ccc(/C=N/N=C2\SC(CC(=O)O)C(=O)N2c2ccccc2)c(OC)c1 (stereo unspecified)
    1.3% | -5.4% | -3.1%
N=c1c2c3c(sc2nc2n1CCCCC2)CCCCC3
    0.0% | -2.9% | 11.6µM*
CCCOc1ccc(C(=O)NCC(C)(C)N2CCOCC2)cc1
    5.3% | -17.6% | -18.8%
COC(=O)c1c(NC(=O)COC(=O)CNC(=O)c2ccco2)sc(C)c1C
    5.4% | -2.4% | 5.4%
COCCNc1nc2c(c(=O)n(Cc3ccc(OC)cc3)c(=O)n2C)n1C
    4.8% | -13.7% | -3.2%
Nc1cc(C(=O)OCC(=O)NCc2ccc(F)cc2)ccc1Cl
    0.0% | 0.6% | -6.9%
CCc1cccc(C)c1NC(=O)c1cc(C)oc1C
    5.5% | 3.3% | -28.2%
Cc1cc(NC(=O)CSc2nnc(-c3ccccc3C)n2C)no1
    0.2%[56.1 µM] | -5.0% | -4.3%
CN1CCN(C(c2cccc(C(F)(F)F)c2)c2nnnn2C(C)(C)C)CC1 (stereo unspecified)
    7.2% | -14.8% | -0.2%
CC(Oc1ccc2ccc(=O)oc2c1)C(=O)NC(Cc1c[nH]c2ccc(O)cc12)C(=O)O (stereo unspecified)
    / | 37.2%[activator] | 2.8%
Cc1cccc(NC(=S)NCCN2CCOCC2)c1C
    0.6% | 1.5% | 1.3%
CCOC(=O)C1=NNC2(CC(=O)N(c3cc(C)cc(C)c3)C2=O)C1 (stereo unspecified)
    / | -23.5% | -18.1%
CN(CC(=O)NC1CC1)S(=O)(=O)c1ccc(Br)cc1
    0.1% | 1.2% | 0.4%
COc1ccc(-n2c(SCC(=O)NCC3CCCO3)nc3n[nH]c(C)c3c2=N)cc1 (stereo unspecified)
    -3.1% | -3.9% | 18.4µM*
CCOc1ccc(OCC)c(NC(=O)c2ccc(-c3ccccc3)s2)c1
    5.1% | -10.1% | ?
CCOC(=O)C(C)(C)N(Cc1ccc(Cl)cc1)S(=O)(=O)c1ccc(Cl)c([N+](=O)[O-])c1
    7.9% | -7.0% | /
Cn1c2ccccc2c2cc(/C=N/NC(=O)c3ccc(N)cc3)ccc21
    6.1% | -13.9% | 18.4µM*
O=C(NC1CCCc2ccccc21)c1ccc2c(c1)sc1nc(-c3ccccc3)cn12 (stereo unspecified)
    1.3% | -5.2% | 18.4µM*
Cn1cccc1C(=O)NCc1ccccn1
    0.4% | -25.3% | 2.8%
O=C(CN1C(=O)CC(c2ccco2)Sc2ccccc21)Nc1ccc2c(c1)OCCO2 (stereo unspecified)
    8.8% | -1.6% | ?
COc1cc(NC2c3ccccc3C(=O)N2Cc2ccccc2)cc(OC)c1OC (stereo unspecified)
    1.9% | 0.6% | ?
COc1ccc2c(c1)N(C)/C(=C1/SC(=S)N(NC(C)=O)C1=O)S2
    / | -0.2% | 0.0%
O=C(O)C1=C(Nc2ccccc2)OCC1=O
    / | -3.0% | -14.3%

4 entries from above, tab-delimited.
SMILES	TDP1 block	GCN5L2 inh	TDP1 cell noCPT
CN(CC(=O)NC1CC1)S(=O)(=O)c1ccc(Br)cc1	0.1%	1.2%	0.4%
COc1ccc(-n2c(SCC(=O)NCC3CCCO3)nc3n[nH]c(C)c3c2=N)cc1 (stereo unspecified)	-3.1%	-3.9%	18.4µM*
CCOc1ccc(OCC)c(NC(=O)c2ccc(-c3ccccc3)s2)c1	5.1%	-10.1%	?
CCOC(=O)C(C)(C)N(Cc1ccc(Cl)cc1)S(=O)(=O)c1ccc(Cl)c([N+](=O)[O-])c1	7.9%	-7.0%	/

Going on with the list.
Values run as follows: TDP1 block | GCN5L2 inh | TDP1 cell noCPT
O=C(OCc1nnc(-c2ccccc2)o1)c1ccc2ccccc2n1
    6.8% | -11.9% | -15.6%
CCC(Cn1nnc2ccccc2c1=O)NC(=O)Nc1ccccc1OC (stereo unspecified)
    7.0% | -0.8% | ?
CCCSc1nc(SCC(=O)NCc2ccccc2)c2c3c(sc2n1)COC(C)(CC)C3 (stereo unspecified)
    0.0% | 32.4%[activator] | ?
CC(C)C(C)NC(=O)CN1C(=O)NC2(CCCc3ccccc32)C1=O (stereo unspecified)
    1.3% | -1.3% | 2.0%
COc1ccc(C(=O)NC2CCN(C(=S)Nc3ccccc3)CC2)cc1
    7.4% | -14.8% | -19.5%
